Screens from PubChem BioAssay.
PREPL inhibitor – inhibits the human prolyl oligopeptidase-like enzyme | inhibition, % at 5.96 µM | AID 2751 | hit rate 0.68% among 320,000 | recombinant PREPL, fluorescence polarization activity-based probe; in the data active means inhibition above about 43%;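 further: 0% = enzyme with DMSO and 100% = wells lacking enzyme; many of its hits are not listed in these tables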
Fh CTSL1 inh – cathepsin L1 inhibition, PFM18AAP counter-screen. inhibition, % at 5.96 µM. hit rate 0.49% among 300,000. recombinant F. hepatica cathepsin L1, Z-Leu-Arg-MCA fluorescence;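 active means inhibition above the mean of all tested compounds plus 3 SD, set per screening campaign, cut at about 17% in these data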;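 further: 0% = plate median of test compound wells and 100% = 1 µM Z-Phe-Ala-diazomethylketone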
PP5 primary – PP5 (human) phosphatase inhibition; P53041; purified PP5c, OMFP substrate fluorescence; inhibition, % at 6.7 µM; hit rate 0.18% among 320,000; AID 1987;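 active means inhibition above the campaign's mean inhibition across all tested compounds plus 3 SD, cut at about 9.5% in these data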;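 further: 0% = DMSO only and 100% = 100 µM cantharidin control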
Target sequence (P53041 whole entry, looked up): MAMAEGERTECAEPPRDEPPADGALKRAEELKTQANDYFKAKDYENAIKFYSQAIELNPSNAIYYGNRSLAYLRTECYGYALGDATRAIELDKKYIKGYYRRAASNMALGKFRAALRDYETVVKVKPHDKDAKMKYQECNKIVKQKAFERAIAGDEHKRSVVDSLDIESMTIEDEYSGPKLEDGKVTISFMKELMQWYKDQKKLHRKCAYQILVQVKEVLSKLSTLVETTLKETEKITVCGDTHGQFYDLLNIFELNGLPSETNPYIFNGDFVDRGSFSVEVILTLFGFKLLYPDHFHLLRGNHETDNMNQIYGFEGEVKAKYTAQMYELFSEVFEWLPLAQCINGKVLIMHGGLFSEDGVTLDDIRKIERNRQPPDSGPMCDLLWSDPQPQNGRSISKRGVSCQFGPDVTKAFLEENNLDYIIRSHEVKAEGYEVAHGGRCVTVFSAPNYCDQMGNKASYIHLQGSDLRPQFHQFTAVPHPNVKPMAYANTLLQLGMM
EBNA-1 inh – blocks EBNA-1 binding to DNA. EBNA-1 DNA binding, fluorescence polarization. inhibition, % at 14.8 µM. hit rate 0.34% among 300,000; in the data active means inhibition above about 28%
TPT1 inh – blocks Candida albicans tRNA 2'-phosphotransferase; inhibition, % at 5 µM; recombinant caTPT1, FP RNA substrate dephosphorylation; hit rate 0.81% among 300,000;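 active means inhibition above the mean of all tested compounds plus 3 SD, set per screening campaign, cut at about 24% in these data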;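 further: plate controls were DMSO alone for no effect and ferristatin control at 100 nM for full effect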
PP1 counter – counter-screen for PP5 inhibitors: inhibitors of human PP1-alpha; inhibition, % at 6.7 µM; purified PP1alpha, OMFP fluorescence; AID 2235; hit rate 0.9% among 320,000;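 active means inhibition above the mean inhibition of all tested compounds plus 3 SD, computed separately for each screening campaign, cut at about 15% in these data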
Target sequence (P62136 whole entry, looked up): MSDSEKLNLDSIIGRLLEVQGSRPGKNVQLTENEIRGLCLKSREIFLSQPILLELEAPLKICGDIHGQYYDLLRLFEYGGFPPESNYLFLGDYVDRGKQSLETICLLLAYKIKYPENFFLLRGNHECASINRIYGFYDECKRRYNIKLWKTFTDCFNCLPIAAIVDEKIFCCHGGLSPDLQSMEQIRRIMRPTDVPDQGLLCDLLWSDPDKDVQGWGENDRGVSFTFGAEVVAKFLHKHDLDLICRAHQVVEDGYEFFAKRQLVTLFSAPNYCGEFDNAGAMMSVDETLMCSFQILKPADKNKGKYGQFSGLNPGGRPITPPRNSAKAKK
core dimer inh – blocks dimerization of HCV core protein; AID 1899; inhibition, % at 5 µM; hit rate 0.33% among 300,000; TR-FRET GST/Flag-core106 dimerization, 1536-well;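 active means inhibition above the mean of all tested compounds plus 3 SD, set per screening campaign, cut at about 45% in these data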
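test system = GST/Flag-tagged HCV core106 proteins | probe or stimulus = Eu donor and XL665 acceptor anti-tag antibodies | times = compound-protein-antibody incubation 4 h at 22.5 °C | signal = TR-FRET, excitation 340 nm, emission 617 and 671 nm | measure = percent inhibition of core106 dimerization signal | controls = wells lacking GST-core106 and wells with excess unlabelled core106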
Efflux pump inh – blocks antifungal efflux pumps in multiplex yeast assay. S. cerevisiae Candida pump triplex, Nile Red efflux. hit rate 0.44% among 330,000. inhibition, % at 10 µM;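 active means plate passing quality check with inhibition over a set limit, or well fluorescence over plate mean plus 4 SD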;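 further: Nile Red retained in pooled yeast measured as flow cytometry median fluorescence; 0% = buffer negative control and 100% = Enniatin B positive control; higher means more Nile Red kept so more efflux inhibition; some compounds called inactive have numbers as strong as hits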
ZTA DNA inh – counter-screen for EBNA-1 inhibitors: inhibitors of Epstein-Barr virus ZTA. ZTA-DNA binding, fluorescence polarization. inhibition, % at 11 µM. AID 2234. P03206. hit rate 0.15% among 320,000; in the data active means inhibition above about 33%
Target sequence (P03206 whole entry, looked up): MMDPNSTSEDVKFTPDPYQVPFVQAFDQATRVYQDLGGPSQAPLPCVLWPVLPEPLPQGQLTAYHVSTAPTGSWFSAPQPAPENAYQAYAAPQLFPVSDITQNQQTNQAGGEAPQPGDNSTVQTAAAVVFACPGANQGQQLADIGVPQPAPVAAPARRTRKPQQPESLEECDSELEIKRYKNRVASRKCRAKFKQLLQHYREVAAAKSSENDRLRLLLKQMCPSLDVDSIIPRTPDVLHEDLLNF
* marks the source's active call; other numbers are inactive results; · = not tested or not shown.

| item | compound | PREPL inhibitor | Fh CTSL1 inh | PP5 primary | EBNA-1 inh | TPT1 inh | PP1 counter | core dimer inh | Efflux pump inh | ZTA DNA inh |
| --- | --- | --- | --- | --- | --- | --- | --- | --- | --- | --- |
| 1 | CC(c1ccc(F)cc1)n1c(-c2ccc3ccccc3n2)n[nH]c1=S (stereo not drawn) | 5 | 2 | 0.4 | 0 | -1 | 2 | -12 | -0.1 | 0 |
| 2 | COCc1cc(C)nc(Nc2ccccc2C)c1C#N | 11 | 2 | -0.3 | -8 | 0 | -5 | -6 | -0.3 | 13 |
| 3 | CCN(CC)C(=O)CNc1ccc(C(F)(F)F)cc1[N+](=O)[O-] | 3 | -1 | 0.2 | 0 | -4 | -3 | 3 | 0.0 | -1 |
| 4 | Cc1nc2sccn2c(=O)c1CCN1CCC(=C(c2ccccc2)c2ccc(F)cc2)CC1 | 18 | 7 | 3.8 | -9 | -1 | 8 | 1 | 0.0 | -2 |
| 5 | Cc1ccc(NC(=S)N(Cc2ccco2)C(C)c2cccs2)cc1 (stereo not drawn) | -3 | 22* | 1.6 | 13 | -2 | -4 | 1 | -0.3 | 0 |
| 6 | O=C(CN1C(=O)C2CCCCC2C1=O)Nc1nc2ccc(F)cc2s1 (stereo not drawn) | -6 | -4 | 3.2 | 0 | 1 | -5 | -6 | 0.1 | -12 |
| 7 | CCOC(=O)C1=C(CS(=O)(=O)c2ccc(C)c(C)c2)NC(=O)NC1c1ccc(O)cc1 (stereo not drawn) | -4 | -3 | -0.6 | -9 | -2 | 0 | 0 | 0.0 | 7 |
| 8 | CC1CCN(Cc2nnnn2CCCC(=O)NC(c2ccccn2)C(F)(F)F)CC1 (stereo not drawn) | -2 | -1 | 0.8 | 0 | 0 | -1 | 10 | -0.1 | 5 |
| 9 | CC(C)(C)c1ccc(/C=C/C(=O)Nc2ccncc2)cc1 | -12 | 3 | 3.8 | 1 | -2 | 7 | 0 | -0.1 | -8 |
| 10 | Cc1cccc(-n2c(CNC(=O)c3ccc(S(=O)(=O)N4CCCCC4)cc3)n[nH]c2=S)c1 | 2 | -1 | 0.7 | 2 | 2 | 1 | 0 | -0.2 | 11 |
| 11 | CN1c2ccccc2-c2nc3ccccc3n2C1c1ccccn1 (stereo not drawn) | -2 | 2 | 1.4 | -4 | -2 | 1 | 2 | 0.1 | -5 |
| 12 | COc1cccc(-c2cc3c(=O)n(-c4ccccc4)c(=S)[nH]c3s2)c1 | 6 | 3 | -0.3 | -1 | 2 | 2 | 14 | -0.1 | 3 |
| 13 | Cc1cc(Cl)c(OCCOCCN2CCNCC2)c(Cl)c1 | -27 | 2 | 2.0 | -8 | -4 | 0 | 2 | 0.0 | 1 |
| 14 | O=C(CCCN1C(=O)C(c2ccccc2)Oc2cccnc21)NCc1ccccc1F (stereo not drawn) | -5 | -2 | 2.4 | -16 | 0 | -3 | 5 | 0.1 | 0 |
| 15 | CCC(C)C(NC(=O)C1CCC(C)CC1)C(=O)NCc1cccnc1 (stereo not drawn) | 1 | 9 | 0.4 | 4 | -1 | -2 | -12 | -0.2 | 16 |
| 16 | COc1ccc(C2=CC(=O)OC(C)(c3ccccc3)O2)cc1 (stereo not drawn) | -4 | 2 | 4.2 | 8 | 0 | 4 | 8 | 0.1 | 2 |
| 17 | Nc1nonc1-c1noc(-c2ccccc2)n1 | -3 | 0 | 4.5 | -9 | 1 | -5 | -7 | 0.0 | -3 |
| 18 | OCC1(Cc2ccc(Cl)cc2)CCN(Cc2ccc3nsnc3c2)CC1 | -3 | -1 | 1.2 | -4 | -1 | 5 | -6 | 0.1 | 10 |
| 19 | O=C1c2ccccc2C(=O)N1OCc1ccccc1 | 8 | 0 | 0.6 | -8 | 0 | -2 | 8 | 0.4 | 11 |
| 20 | CN(CC(=O)Nc1ccccc1Cl)CC(=O)Nc1c(F)cccc1F | 8 | 4 | -1.0 | -15 | 2 | -3 | -3 | -0.1 | -4 |
| 21 | CCOC(=O)/C=C/C(=O)Nc1ccc(S(=O)(=O)Nc2nccs2)cc1 | -1 | 8 | 3.1 | -13 | 3 | 2 | -1 | 0.1 | 5 |
| 22 | COc1cc(NC(=O)CN2C(=O)NC3(CCOc4ccccc43)C2=O)cc(OC)c1 (stereo not drawn) | 19 | · | 2.8 | · | · | 1 | · | 0.2 | -8 |
| 23 | Cc1cccc(-n2c(Cc3ccccc3)n[nH]c2=S)c1 | 14 | 1 | -2.0 | 12 | -7 | 0 | 1 | 0.0 | 6 |
| 24 | Cc1c(Cl)c(=O)n2c(=O)c(Cl)c(C)n12 | -6 | 1 | -0.6 | -6 | -7 | -4 | 1 | -0.6 | 15 |
| 25 | Cc1ccc(OCC(=O)Oc2ccc(C)c(C)c2)cc1 | 10 | -13 | -2.4 | 9 | 3 | 0 | 12 | -0.1 | 12 |

An excerpt from above with just EBNA-1 inh.
cpd	SMILES	EBNA-1 inh
18	OCC1(Cc2ccc(Cl)cc2)CCN(Cc2ccc3nsnc3c2)CC1	-4
19	O=C1c2ccccc2C(=O)N1OCc1ccccc1	-8
20	CN(CC(=O)Nc1ccccc1Cl)CC(=O)Nc1c(F)cccc1F	-15

Other entries follow.
| item | compound | PREPL inhibitor | Fh CTSL1 inh | PP5 primary | EBNA-1 inh | TPT1 inh | PP1 counter | core dimer inh | Efflux pump inh | ZTA DNA inh |
| --- | --- | --- | --- | --- | --- | --- | --- | --- | --- | --- |
| 26 | Cc1cccc(NC(=O)c2cc3n(n2)C(C(F)(F)F)CC(c2ccc4c(c2)OCO4)N3)c1 (stereo not drawn) | 14 | 8 | 5.2 | -2 | -2 | 9 | -2 | -0.3 | 5 |
| 27 | Cc1ccc(C(=O)NCc2ccc3c(c2)CCO3)cc1C | 11 | 1 | 0.3 | -1 | 1 | 1 | 5 | -0.1 | -3 |
| 28 | CC(O)CC(C)O (stereo not drawn) | 7 | · | -0.1 | · | · | -2 | · | -0.1 | -11 |
| 29 | C=C(C(=O)c1ccccc1)C(c1ccccc1)C(C)C(=O)c1ccccc1 (stereo not drawn) | -3 | 1 | 1.6 | 0 | -3 | 1 | -1 | -0.2 | 13 |
| 30 | CCN1C(=O)/C(=C/N(C)C)c2ccccc21 | 7 | 2 | 1.6 | -6 | 2 | -1 | -6 | 0.0 | -11 |
| 31 | CCNC(=O)C1CC(=O)N(CCCc2ccccc2)C(=Nc2ccccc2)S1 (stereo not drawn) | 1 | 0 | 1.2 | -2 | -2 | -1 | -5 | 0.0 | -5 |
| 32 | COc1ccc([C@H]2CC(=O)C=C(c3ccc4c(c3)OCO4)C2)cc1OC | 1 | · | 0.2 | · | · | -1 | · | 0.4 | -8 |
| 33 | COc1cc(CN2CCN(Cc3ccccc3C(F)(F)F)CC2)cc(OC)c1OC | -17 | -1 | 4.9 | -14 | -1 | 12 | -12 | 0.6 | 8 |
| 34 | CSc1nc2cc(C)nn2c(-c2ccccc2Cl)c1C#N | -4 | 2 | -1.4 | 3 | -1 | -4 | 4 | 0.0 | -1 |
| 35 | COC(=O)C1N[C@@H]([C@@H](NC(=O)COc2ccccc2)C(=O)NCc2ccc(OC)cc2)SC1(C)C (stereo partly drawn) | 8 | -1 | 1.5 | -15 | 1 | -1 | -1 | · | 1 |
| 36 | CCOc1ccccc1CNC(=O)c1ccc(NC(=O)C2=C(C)OCCS2)cc1 | -6 | 2 | 2.2 | 1 | -1 | 5 | 8 | 0.1 | 17 |
| 37 | COc1ccc2c(c1)C=Cc1ccccc1O2 | 18 | 1 | 1.6 | 12 | -6 | 2 | -3 | -0.2 | 17 |
| 38 | COC(=O)c1sccc1NC(=O)c1cc(-c2cccc(C)c2)nc2ccccc12 | 12 | 2 | 0.7 | 7 | -1 | 3 | 1 | 0.0 | 6 |
| 39 | Cc1ccc(CNC(=O)Nc2ccc(OC(F)(F)F)cc2)n1C | 8 | -4 | 0.2 | -7 | -2 | -2 | 7 | 0.1 | -14 |
| 40 | CCN1CCN(c2nc(-c3ccc(F)cc3)cc(=O)[nH]2)CC1 | 13 | -2 | 3.0 | -2 | 0 | 0 | -8 | 0.0 | -4 |
| 41 | CC1CCN(C(=O)CN(c2ccc3c(c2)OCCO3)S(=O)(=O)c2ccccc2)CC1 | 9 | -3 | -5.5 | -21 | 3 | -3 | -4 | 0.4 | -14 |
| 42 | Cn1ccsc1=NC(=O)c1ccc([N+](=O)[O-])o1 | 5 | 4 | 3.2 | 7 | 0 | 2 | 27 | 0.0 | 13 |
| 43 | NS(=O)(=O)c1ccc(NC(=O)CN2C(=O)CCC2=O)cc1 | -9 | -2 | -2.0 | -4 | 0 | -1 | 2 | 0.1 | 8 |
| 44 | CCCCc1ccc(NC(=O)CN2C(=O)C3CCCCC3C2=O)cc1 (stereo not drawn) | 5 | 1 | 5.4 | -1 | 2 | 2 | -1 | 0.1 | 2 |
| 45 | COc1ccc(Nc2oc(COc3ccc(Cl)cc3)nc2C#N)cc1 | 36 | 4 | 7.8 | -8 | 3 | 3 | 6 | 0.1 | -6 |
| 46 | O=C(c1ccc(Cl)c([N+](=O)[O-])c1)N1CCCc2ccccc21 | 8 | 3 | -0.8 | 4 | -1 | 1 | 8 | 0.0 | 2 |
| 47 | CC(C)(C)N1C(=O)Cc2c1nc(N)c1c(N)nc(N3CCCCC3CO)c(C#N)c21 (stereo not drawn) | 39 | 105* | 15* | -3 | 2 | 11 | -2 | -0.1 | -7 |
| 48 | COc1ccc(CN(C)C(=O)c2ccc(COc3ccccc3)cc2)c(OC)c1 | 10 | 5 | 2.2 | 3 | 0 | 4 | 13 | 0.0 | 3 |
| 49 | O=C(CC1C(=O)NCCN1Cc1ccccc1C(F)(F)F)NCCn1cccn1 (stereo not drawn) | 2 | 1 | -0.6 | 1 | 7 | -6 | -53 | -0.2 | 12 |
| 50 | CCOC(=O)C(CSCc1ccccc1)NC(=O)OC(C)(C)C (stereo not drawn) | 15 | -1 | 1.4 | 1 | -3 | 0 | 2 | -0.1 | 10 |

Copied from the list.
Entry for O=C(CC1C(=O)NCCN1Cc1ccccc1C(F)(F)F)NCCn1cccn1 (stereo not drawn) in core dimer inh: -53
Entry for COC(=O)C1N[C@@H]([C@@H](NC(=O)COc2ccccc2)C(=O)NCc2ccc(OC)cc2)SC1(C)C (stereo partly drawn) in ZTA DNA inh: 1

(further entries)
Screens in order – PREPL inhibitor | Fh CTSL1 inh | PP5 primary | EBNA-1 inh | TPT1 inh | PP1 counter | core dimer inh | Efflux pump inh | ZTA DNA inh
#51 CN(Cc1ccco1)C(=O)c1ccc(OC2CCN(Cc3ccccn3)CC2)cc1
→ 3 | 3 | 0.2 | -5 | -3 | -1 | 2 | 0.1 | 0
#52 O=C(O)c1ccc(N/N=C/c2c(F)cccc2Cl)cc1
→ 0 | 1 | -0.7 | 8 | 0 | -2 | -7 | -0.1 | 14
#53 CCCc1nc(-c2cc3ccccc3[nH]c2=O)no1
→ 7 | -5 | -1.3 | -3 | 3 | 0 | -1 | 0.0 | 8
#54 O=C1CC(C(=O)N2CCc3ccccc32)CN1c1cccc(C(F)(F)F)c1 (stereo not drawn)
→ 23 | · | 0.0 | · | · | -3 | · | -0.3 | -9
#55 CC(C)(C)NC(=O)COC(=O)c1ccc(Cl)cc1O
→ -9 | -2 | 0.6 | 9 | -3 | -3 | 0 | -0.1 | -2
#56 Cc1nn(C)c(Oc2ccccc2)c1CCNS(=O)(=O)c1ccccc1
→ 1 | 0 | 2.0 | -6 | 1 | 1 | 0 | -0.1 | -7

The list is partial; the hit share may differ from the screen's.
